Screening results from PubChem.
Anthrax LF inh2: Bacillus anthracis LF protease inhibitors, primary screen, biochemical, multiplex microsphere, MLPCN library | multiplex microsphere protease cleavage assay | Lethal factor (Bacillus anthracis), P15917 | actives 0.12% (n = 360,000) | inhibition, % at 10 µM; further: plate controls were buffer without enzyme for full effect and enzyme alone for no effect
Target sequence (P15917 whole entry, looked up): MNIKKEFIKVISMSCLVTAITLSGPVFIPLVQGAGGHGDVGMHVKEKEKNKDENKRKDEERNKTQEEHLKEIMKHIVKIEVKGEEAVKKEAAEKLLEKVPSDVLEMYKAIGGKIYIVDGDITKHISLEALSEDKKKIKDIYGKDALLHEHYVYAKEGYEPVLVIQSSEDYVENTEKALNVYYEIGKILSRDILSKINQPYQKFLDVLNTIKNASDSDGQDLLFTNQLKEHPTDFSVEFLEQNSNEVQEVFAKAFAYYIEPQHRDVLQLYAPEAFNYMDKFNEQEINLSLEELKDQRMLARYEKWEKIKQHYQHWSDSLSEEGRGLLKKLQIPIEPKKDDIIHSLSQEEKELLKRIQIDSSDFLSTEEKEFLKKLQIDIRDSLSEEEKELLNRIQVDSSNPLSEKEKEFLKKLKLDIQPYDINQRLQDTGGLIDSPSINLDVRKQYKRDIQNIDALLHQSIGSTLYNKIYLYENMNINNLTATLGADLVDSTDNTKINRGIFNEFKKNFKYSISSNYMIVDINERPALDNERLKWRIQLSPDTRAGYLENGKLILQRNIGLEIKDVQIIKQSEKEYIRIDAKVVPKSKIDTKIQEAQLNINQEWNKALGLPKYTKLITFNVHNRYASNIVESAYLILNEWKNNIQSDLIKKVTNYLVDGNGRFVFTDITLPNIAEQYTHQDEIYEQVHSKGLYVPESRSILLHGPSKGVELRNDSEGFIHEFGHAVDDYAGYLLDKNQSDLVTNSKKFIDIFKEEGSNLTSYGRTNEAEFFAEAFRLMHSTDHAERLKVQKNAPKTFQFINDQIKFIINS
PrPC surface inh: inhibitors of human cell surface prion protein PrPC, primary screen, cell-based, TR-FRET | Major prion protein (Homo sapiens), P04156 | TR-FRET read-out | inhibition, % at 13.8 µM | actives 0.43% (n = 370,000) | AID 720596, 2013; in the data active means inhibition above about 24%; further: 0% = median of the test wells and 100% = reference compound wells
PfHsp40 yeast: rescue of yeast from PfHsp40 toxicity, primary screen, S. cerevisiae, ATP luminescence; actives 0.68% (n = 340,000); growth rescue, % at 12.5 µM; S. cerevisiae expressing PfHsp40, growth rescue; in the data active means growth rescue above about 28%, passing the limit was not always enough; inconclusive means no clear call, values can overlap the other calls;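 further: yeast W303a lacking pdr1 and pdr3 grown in galactose medium; growth measured after three days at 30 °C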
Y pestis TopoI: Yersinia pestis topoisomerase I inhibitors, primary screen, biochemical, cleavage product accumulation, plate reader, single point. Y. pestis Topo-I cleavage product accumulation. activity, % at 10 µM. AID 504884, 2011. actives 0.064% (n = 360,000). DNA topoisomerase I (Yersinia pestis CO92); in the data active means activity above about 50%, passing the limit was not always enough; inconclusive means no clear call, values can overlap the other calls; further: inactives centre near 2
FadD28 FP inh: inhibitors of FadD28 bisubstrate probe binding, primary screen, biochemical, fluorescence polarization, single point; Mycobacterium tuberculosis FadD28 fatty-acid-AMP ligase; inhibition, % at 12.5 µM; actives 0.22% (n = 360,000); AID 588549, 2011; in the data active means inhibition above about 8.5%, passing the limit was not always enough; inconclusive means no clear call, values can overlap the other calls
BoNT-A LC inh2: BoNT/A light chain protease inhibitors, primary screen, biochemical, flow cytometry, MLPCN library. inhibition, % at 10 µM. Botulinum neurotoxin type A light chain protease (Clostridium botulinum A str. ATCC 3502). actives 0.17% (n = 360,000). multiplex microsphere protease substrate cleavage. AID 588499, 2011; further: plate controls were buffer without enzyme for full effect and enzyme alone for no effect
CCHF vOTU inh: CCHFV vOTU protease inhibitors, primary screen, biochemical, Pep-AMC substrate, fluorescence; Crimean-Congo hemorrhagic fever virus L polyprotein viral ovarian tumor (vOTU) protease …; inhibition, % at 11.5 µM; actives 0.55% (n = 370,000); in the data active means inhibition above about 30%; further: 0% = vehicle wells with enzyme and 100% = no enzyme wells
BoNT F protease: BoNT/F light chain protease inhibitors, primary screen, biochemical, flow cytometry, MLPCN library. Multiplex microsphere protease cleavage assay. inhibition, % at 10 µM. actives 0.22% (n = 360,000); in the data active means inhibition above about 35%, passing the limit was not always enough; inconclusive means no clear call, values can overlap the other calls; further: plate controls were buffer without enzyme for full effect and enzyme alone for no effect
TcdB inh: TcdB glycohydrolase inhibitors, primary screen, biochemical, single point, plate reader; TcdB glycohydrolase enzymatic assay; inhibition, % at 9.99 µM; AID 652162, 2013; Toxin B (Clostridioides difficile), P18177; actives 0.24% (n = 350,000); in the data active means inhibition above about 10%
* = called active by the depositor; u = inconclusive; x = not tested or not shown. Unless noted, no stated cut-off is given here; in the data, active means inhibition above about 30%; inconclusive means no clear call, values can overlap the other calls; inactive means below that.

SMILES | Anthrax LF inh2 | PrPC surface inh | PfHsp40 yeast | Y pestis TopoI | FadD28 FP inh | BoNT-A LC inh2 | CCHF vOTU inh | BoNT F protease | TcdB inh
Cc1ccc(C(=O)NC2CCN(C(=O)Nc3ccccc3Cl)CC2)cc1 | -2 | 5 | 0.4 | -2 | -0.4 | -1.6 | -5 | 10 | 1.4
CCC(=O)Nc1ccc(-c2ccc(N3CCCCC3)nn2)cc1 | -1 | -16 | -0.9 | -3 | -4.0 | -1.2 | 10 | -1 | 2.9
O=C(Nc1ccncc1)c1cccc(S(=O)(=O)N2CCCC2)c1 | 0 | 12 | -1.5 | 2 | -4.0 | 1.1 | 8 | 3 | -0.8
CCC1Oc2ccc(C)cc2N(CC(=O)NCc2cccc(OC)c2)C1=O (stereo not given) | -1 | 8 | 1.1 | 20 | -1.4 | -4.1 | 8 | -8 | x
O=C(N/N=C/c1cccs1)c1cc(-c2ccncc2)nc2ccccc12 | 0 | -4 | -1.1 | 7 | -4.7 | -0.1 | 0 | 2 | x
CCc1ccc(-c2cc(C(=O)NN3CCOCC3)c3ccccc3n2)cc1 | 6 | 0 | -0.7 | -2 | -3.9 | 1.1 | 13 | 14 | x
Cc1nnc(SCC(=O)Nc2nc(-c3ccccc3)cs2)n1N | -3 | -4 | -0.3 | -3 | -1.5 | -1.4 | -19 | -1 | x
COc1ccc(C)cc1S(=O)(=O)N(C)CC(N)=O | 1 | 7 | -1.2 | -2 | -2.6 | -0.1 | 2 | 9 | x
COc1ccccc1NC(=O)CSc1nc(N)c(C#N)cc1C#N | -5 | 1 | -0.9 | 2 | -1.5 | -0.1 | -10 | 6 | 0.8
COc1ccc(S(=O)(=O)NCC2CCCN(Cc3cccnc3)C2)cc1 (stereo not given) | -7 | -8 | -1.7 | 5 | -0.2 | -0.3 | 4 | -1 | 0.4
CCOc1ccc(CCNC(=O)C2CCN(S(=O)(=O)c3ccc(C)cc3)CC2)cc1OCC | -2 | -1 | 1.5 | 23 | -1.4 | 1.5 | 14 | 4 | -0.3
CC(=O)Nc1ccc(OCC(=O)c2ccc(C)cc2C)cc1 | -5 | -1 | 0.2 | 6 | -3.4 | 0.0 | -8 | -5 | x
Cc1ccccc1SCC(=O)Nc1cccc(C#N)c1 | 0 | -1 | 3.9 | 7 | 0.6 | -0.6 | 5 | 3 | x
CCCn1nnc(NC(=S)NC(=O)Cc2ccccc2)n1 | -2 | 1 | -1.2 | 1 | -1.2 | -1.2 | -5 | 2 | 1.2
Cc1c(O)c(CN(C)C)cc2c1oc(=O)c1ccccc12 | 2 | 4 | 6.1 | -4 | -3.0 | -0.4 | -9 | 2 | 5.5

Three compounds from above, showing only CCHF vOTU inh and PfHsp40 yeast.
smiles | CCHF vOTU inh | PfHsp40 yeast
CCOc1ccc(CCNC(=O)C2CCN(S(=O)(=O)c3ccc(C)cc3)CC2)cc1OCC | 14 | 1.5
CC(=O)Nc1ccc(OCC(=O)c2ccc(C)cc2C)cc1 | -8 | 0.2
Cc1ccccc1SCC(=O)Nc1cccc(C#N)c1 | 5 | 3.9

(continued)
SMILES | Anthrax LF inh2 | PrPC surface inh | PfHsp40 yeast | Y pestis TopoI | FadD28 FP inh | BoNT-A LC inh2 | CCHF vOTU inh | BoNT F protease | TcdB inh
Cc1n[nH]c2c([N+](=O)[O-])c(=O)[nH]c(=O)n12 | 6 | -2 | 3.4 | 4 | -3.2 | 0.4 | 16 | 3 | 0.8
CC(=NCc1ccco1)c1c(O)n(-c2ccc(Cl)cc2)c(=O)[nH]c1=O | -3 | 3 | -1.3 | -2 | -2.7 | -0.1 | 0 | 16 | 0.6
O=P(O)(O)/C=C(\Cl)c1ccccc1 | 0 | 5 | -1.6 | 2 | -2.6 | 1.0 | -4 | -2 | x
O=C(NCc1ccc(F)cc1)C1CCCN(S(=O)(=O)c2cccc3nsnc23)C1 (stereo not given) | 0 | -4 | -0.9 | 8 | -1.3 | 0.2 | -7 | -10 | x
CCc1cccc(CC)c1NC(=O)CN1C2CCCC1CC(NC(=O)Nc1cccc(OC)c1)C2 (stereo not given) | -5 | 2 | 0.4 | 15 | -0.8 | -0.2 | 9 | -5 | 0.0
CCSc1nnc([C@H](Cc2c[nH]c3ccccc23)NC(=O)OC(C)(C)C)o1 | -5 | 5 | 0.9 | 16 | 0.6 | 1.9 | -1 | 4 | x
CCC(CO)N=CC1=C(O)CC(c2ccccc2)CC1=O (stereo not given) | 9 | 6 | -0.7 | 4 | 0.8 | 2.0 | -11 | 8 | 0.7
Cc1cc(C)n(CC(=O)Nc2ccccc2)n1 | -1 | 0 | -1.5 | -6 | 1.3 | 0.9 | 8 | -12 | x
O=C(N/N=C/C1CC=CCC1)c1cc2ccccc2cc1O (stereo not given) | -2 | -4 | -1.0 | -3 | 1.6 | -1.2 | -10 | -9 | x
O=C(CC(c1ccccc1)c1ccco1)N1CCOCC1 (stereo not given) | 2 | 8 | -0.7 | -3 | -0.9 | -0.3 | 16 | 3 | x
COc1ccc(C(=O)COC(=O)Cn2cnc3c2c(=O)n(C)c(=O)n3C)c(OC)c1 | 2 | -3 | 0.2 | -9 | -2.2 | 2.4 | 11 | 3 | 0.8
O=C(Nc1ccccc1)c1nc[nH]c1C(=O)NCCNC(=O)c1[nH]cnc1C(=O)Nc1ccccc1 | -2 | 4 | -1.0 | 3 | -5.4 | -0.6 | 11 | -8 | -2.4
O=C(c1ccc(Cl)cc1)c1cnc(Nc2ccccc2)s1 | -3 | 3 | 0.3 | 6 | 0.1 | 0.9 | -2 | -1 | x
O=C1CCc2cc(S(=O)(=O)NCCCC(=O)N3CCN(Cc4ccc5c(c4)OCO5)CC3)ccc2N1 | 2 | 8 | 0.2 | -16 | -1.0 | 0.2 | 9 | -6 | 1.1
COc1ccc(-c2noc(C3CCCN(S(=O)(=O)c4cccc(Cl)c4C)C3)n2)cc1OC (stereo not given) | 0 | -4 | 0.2 | 7 | 1.4 | -2.4 | -4 | -4 | x
O=C(Nc1ccc(Nc2ccccc2)cc1)c1ccccc1F | 6 | -2 | 4.6 | -6 | 6.4 | -1.2 | 5 | -21 | -0.3
CC(C)(C)S(=O)(=O)c1ccccc1C(=O)O | 0 | -2 | -0.1 | -2 | 0.6 | -0.2 | 1 | -5 | x
O=C(COC(=O)C1COc2ccccc2O1)NC(=O)NC1CCCCC1 (stereo not given) | x | -1 | 1.2 | 2 | -2.8 | x | 15 | x | x
Cc1ccc2nc(NCCc3ccc(Cl)cc3)c3nncn3c2c1 | -3 | 4 | 0.7 | 8 | 0.6 | -2.0 | 1 | -20 | 1.3
CC(=O)Nc1ccc(-c2nnc(SCc3ccc(C)cc3)n2C)cc1 | 0 | 9 | 7.9 | 18 | -2.2 | 0.9 | -3 | 2 | x
CCCn1c(-c2nonc2N)nc2ccccc21 | 0 | -7 | -2.7 | 9 | -4.8 | -0.6 | -17 | -2 | x
N#CC[C@H](c1ccccc1)N1CCN(Cc2ccccc2)CCC1=O | -1 | -4 | -0.4 | -8 | -3.3 | 0.6 | 8 | -8 | 1.3
CN1CCN(c2ccc([N+](=O)[O-])cc2NC(=O)c2ccco2)CC1 | -3 | -32 | 1.3 | -7 | -3.5 | -1.2 | 9 | -2 | 1.9
O=C(/C=C/Nc1ccc([N+](=O)[O-])cc1)c1ccc(Br)cc1 | 2 | 13 | -0.8 | -4 | -0.5 | 4.0 | -1 | 0 | -4.6
Cc1cc(=O)cc(C)n1-c1ccc(O)cc1 | -4 | 7 | -1.1 | -11 | -4.0 | 0.9 | -8 | -3 | -0.6
Cn1cccc1/C=N/n1c(-c2ccc(C(C)(C)C)cc2)n[nH]c1=S | -1 | 2 | 15 | 34 | -5.0 | -0.2 | 20 | -2 | x
CC1CCCC(C)N1C(=O)COC(=O)c1nn(C)c(=O)c2ccccc12 (stereo not given) | 3 | -7 | -1.1 | 8 | -2.5 | 2.2 | 1 | -5 | 0.6
CC(=O)c1cccc(CN2CCCCC2C(=O)Nc2ccc(Oc3ccccc3)nc2)c1 (stereo not given) | 5 | -2 | -0.7 | 16 | -1.3 | -7.5 | 15 | 3 | 0.7
COc1ccc(-c2nc3c(c(=O)[nH]c(=O)n3Cc3ccccc3)n2Cc2ccccc2)cc1 | 0 | 2 | 1.3 | 64* | -2.7 | -1.1 | -5 | -2 | x
CCCCn1c(N)c(N(CC(C)C)C(=O)CCN2C(=O)C3CC=CCC3C2=O)c(=O)[nH]c1=O (stereo not given) | -11 | 2 | x | -13 | -0.4 | -0.1 | 7 | 6 | 4.9
COc1ccc(Cc2noc(CN(C)C3CC(C)(C)NC(C)(C)C3)n2)cc1OC | -4 | 0 | -0.5 | 2 | -0.3 | 0.2 | 10 | -2 | -2.2
CCC(=O)NC(=S)Nc1ccc2oc(-c3ccc(OC)cc3)nc2c1 | -2 | -2 | -0.8 | 8 | -0.4 | -0.4 | 6 | 8 | 0.8
O=C(CCl)NCCCCCCCCCNC(=O)CCl | 0 | -2 | 2.1 | -1 | -3.3 | -0.2 | 9 | -3 | -0.5
COC(=O)c1c(NC(=O)C2c3ccccc3Oc3ccccc32)sc(C)c1C | -2 | -4 | -1.8 | 0 | 1.9 | 0.1 | 1 | -14 | x
CCOC(=O)c1cnc2nc(C)[nH]n2c1=O | -4 | 0 | 0.6 | 8 | -0.9 | -0.3 | 3 | 5 | x
Cc1cc(C)nc(N(C#N)CC(=O)N2CCC(C(N)=O)CC2)n1 | 0 | 1 | 1.5 | -1 | -0.1 | 1.4 | -6 | -5 | x
CCC(=O)Nc1cccc(C2=NOC3(C2)C[C@@H](C(N)=O)N(C(=O)c2cc([N+](=O)[O-])cc([N+](=O)[O-])c2)C3)c1 (stereo not given in full) | -1 | -39 | -0.8 | 6 | -3.5 | -1.0 | -4 | 5 | 1.1
N#Cc1ccc(CNc2cnccn2)cc1 | 1 | 4 | -0.4 | -2 | -0.1 | 0.9 | -49 | 13 | 1.1
COc1cccc(CNC(=O)[C@@H]2CCCN2C(=O)[C@@H]2CCCN2C(=O)c2c(F)cccc2F)c1 | -3 | -5 | x | x | x | -0.6 | 9 | -2 | 0.0
COc1ccc(OC)c(/C=C2\SC(N3CCCC(C)C3)=NC2=O)c1 (stereo not given) | 2 | -15 | 2.0 | 28 | 0.2 | -7.4 | 18 | 1 | 0.1
COCCn1c(C)cc(C(=O)COC(=O)/C=C/c2cccc(OC)c2)c1C | -2 | 11 | 0.1 | 2 | 1.3 | -1.1 | 1 | -6 | 0.2
Cc1ccc(-c2nc3c(c(=O)c4ccccc4n3C)c(=O)n2-c2ccc(F)cc2)cc1 | -3 | 1 | -0.3 | -8 | -3.8 | u | -8 | u | 1.1
CC(C)N(Cc1nnc(-c2ccc(Cl)cc2)o1)C(=O)C1=COCCO1 | 0 | 2 | 0.9 | 0 | -4.3 | 4.1 | -8 | -1 | 1.7
Cc1cc(NC(=O)CSc2ccc3nnc(-c4cccnc4)n3n2)no1 | -6 | -5 | -0.3 | -3 | 0.1 | -0.6 | 9 | -7 | 2.4
c1ccc(CN=C(NCc2ccccc2)NCc2ccccc2)cc1 | -4 | -2 | 1.4 | 5 | -1.1 | -0.2 | -14 | -15 | 0.1
O=C(NC1CCOc2ccccc21)C1CCCC1 (stereo not given) | -2 | 4 | -0.8 | 6 | -0.2 | -1.4 | 14 | -3 | -2.0
CC(C)CCSc1nc2c(c(=O)[nH]c(=O)n2C)n1CCc1ccccc1 | -2 | 1 | 0.0 | -1 | 0.6 | -0.5 | 1 | -1 | x
